# From PubChem BioAssay
# PrPC TRFRET: cell surface PrPC inhibition, primary TR-FRET screen. P04156. TR-FRET read-out. inhibition, % at 13.8 µM. actives 0.43% (n = 370,000). AID 720596; in the data active means inhibition above about 24%; further: 0% = median of the test wells and 100% = reference compound wells
# Y pestis TopoI: Y. pestis Topo-I inhibition via cleavage products | activity, % at 10 µM | AID 504884 | actives 0.064% (n = 360,000) | Y. pestis Topo-I cleavage product accumulation, plate reader; in the data active means activity above about 50%, passing the limit was not always enough; inconclusive means no clear call, values can overlap the other calls; further: inactives centre near 2
# BoNT-A LC inh2: inhibitors of Botulinum neurotoxin A light chain protease. multiplex microsphere protease substrate cleavage, flow cytometry. inhibition, % at 10 µM. actives 0.17% (n = 360,000). AID 588499; further: plate controls were buffer without enzyme for full effect and enzyme alone for no effect
# SSB-PriA inh: inhibitors of Klebsiella pneumoniae PriA binding to SSB C-terminal tail; actives 0.6% (n = 430,000); inhibition, % at 33 µM; AlphaScreen SSBct-PriA binding, biotinylated peptide; in the data active means inhibition mostly above about 37%, no sharp cut-off; inactive means mostly below about 20%;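 further: plate controls were negative control peptide for no effect and reference peptide for full effect; strong numbers were not always called active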
# SARS 3CLpro inh: SARS-CoV 3CLpro protease inhibition; recombinant SARS-CoV 3CLpro, quenched FRET peptide cleavage; inhibition, % at 6 µM; actives 0.14% (n = 290,000); AID 1706; in the data active means inhibition above about 12%
# PfHsp40 yeast: rescue of PfHsp40-mediated yeast toxicity; AID 504582; S. cerevisiae expressing PfHsp40, growth rescue, ATP luminescence; growth rescue, % at 12.5 µM; actives 0.68% (n = 340,000); in the data active means growth rescue above about 28%, passing the limit was not always enough; inconclusive means no clear call, values can overlap the other calls;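 further: yeast W303a lacking pdr1 and pdr3 grown in galactose medium; growth measured after three days at 30 °C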
# Anthrax LF inh2: inhibitors of Bacillus anthracis lethal factor protease; inhibition, % at 10 µM; P15917; actives 0.12% (n = 360,000); AID 588501; multiplex microsphere protease cleavage assay, LF; further: plate controls were buffer without enzyme for full effect and enzyme alone for no effect
# TcdB inh: inhibitors of Clostridioides difficile toxin B glycohydrolase | P18177 | TcdB glycohydrolase enzymatic assay, plate reader | inhibition, % at 9.99 µM | actives 0.24% (n = 350,000) | AID 652162; in the data active means inhibition above about 10%
# Target sequence (P18177 whole entry, looked up): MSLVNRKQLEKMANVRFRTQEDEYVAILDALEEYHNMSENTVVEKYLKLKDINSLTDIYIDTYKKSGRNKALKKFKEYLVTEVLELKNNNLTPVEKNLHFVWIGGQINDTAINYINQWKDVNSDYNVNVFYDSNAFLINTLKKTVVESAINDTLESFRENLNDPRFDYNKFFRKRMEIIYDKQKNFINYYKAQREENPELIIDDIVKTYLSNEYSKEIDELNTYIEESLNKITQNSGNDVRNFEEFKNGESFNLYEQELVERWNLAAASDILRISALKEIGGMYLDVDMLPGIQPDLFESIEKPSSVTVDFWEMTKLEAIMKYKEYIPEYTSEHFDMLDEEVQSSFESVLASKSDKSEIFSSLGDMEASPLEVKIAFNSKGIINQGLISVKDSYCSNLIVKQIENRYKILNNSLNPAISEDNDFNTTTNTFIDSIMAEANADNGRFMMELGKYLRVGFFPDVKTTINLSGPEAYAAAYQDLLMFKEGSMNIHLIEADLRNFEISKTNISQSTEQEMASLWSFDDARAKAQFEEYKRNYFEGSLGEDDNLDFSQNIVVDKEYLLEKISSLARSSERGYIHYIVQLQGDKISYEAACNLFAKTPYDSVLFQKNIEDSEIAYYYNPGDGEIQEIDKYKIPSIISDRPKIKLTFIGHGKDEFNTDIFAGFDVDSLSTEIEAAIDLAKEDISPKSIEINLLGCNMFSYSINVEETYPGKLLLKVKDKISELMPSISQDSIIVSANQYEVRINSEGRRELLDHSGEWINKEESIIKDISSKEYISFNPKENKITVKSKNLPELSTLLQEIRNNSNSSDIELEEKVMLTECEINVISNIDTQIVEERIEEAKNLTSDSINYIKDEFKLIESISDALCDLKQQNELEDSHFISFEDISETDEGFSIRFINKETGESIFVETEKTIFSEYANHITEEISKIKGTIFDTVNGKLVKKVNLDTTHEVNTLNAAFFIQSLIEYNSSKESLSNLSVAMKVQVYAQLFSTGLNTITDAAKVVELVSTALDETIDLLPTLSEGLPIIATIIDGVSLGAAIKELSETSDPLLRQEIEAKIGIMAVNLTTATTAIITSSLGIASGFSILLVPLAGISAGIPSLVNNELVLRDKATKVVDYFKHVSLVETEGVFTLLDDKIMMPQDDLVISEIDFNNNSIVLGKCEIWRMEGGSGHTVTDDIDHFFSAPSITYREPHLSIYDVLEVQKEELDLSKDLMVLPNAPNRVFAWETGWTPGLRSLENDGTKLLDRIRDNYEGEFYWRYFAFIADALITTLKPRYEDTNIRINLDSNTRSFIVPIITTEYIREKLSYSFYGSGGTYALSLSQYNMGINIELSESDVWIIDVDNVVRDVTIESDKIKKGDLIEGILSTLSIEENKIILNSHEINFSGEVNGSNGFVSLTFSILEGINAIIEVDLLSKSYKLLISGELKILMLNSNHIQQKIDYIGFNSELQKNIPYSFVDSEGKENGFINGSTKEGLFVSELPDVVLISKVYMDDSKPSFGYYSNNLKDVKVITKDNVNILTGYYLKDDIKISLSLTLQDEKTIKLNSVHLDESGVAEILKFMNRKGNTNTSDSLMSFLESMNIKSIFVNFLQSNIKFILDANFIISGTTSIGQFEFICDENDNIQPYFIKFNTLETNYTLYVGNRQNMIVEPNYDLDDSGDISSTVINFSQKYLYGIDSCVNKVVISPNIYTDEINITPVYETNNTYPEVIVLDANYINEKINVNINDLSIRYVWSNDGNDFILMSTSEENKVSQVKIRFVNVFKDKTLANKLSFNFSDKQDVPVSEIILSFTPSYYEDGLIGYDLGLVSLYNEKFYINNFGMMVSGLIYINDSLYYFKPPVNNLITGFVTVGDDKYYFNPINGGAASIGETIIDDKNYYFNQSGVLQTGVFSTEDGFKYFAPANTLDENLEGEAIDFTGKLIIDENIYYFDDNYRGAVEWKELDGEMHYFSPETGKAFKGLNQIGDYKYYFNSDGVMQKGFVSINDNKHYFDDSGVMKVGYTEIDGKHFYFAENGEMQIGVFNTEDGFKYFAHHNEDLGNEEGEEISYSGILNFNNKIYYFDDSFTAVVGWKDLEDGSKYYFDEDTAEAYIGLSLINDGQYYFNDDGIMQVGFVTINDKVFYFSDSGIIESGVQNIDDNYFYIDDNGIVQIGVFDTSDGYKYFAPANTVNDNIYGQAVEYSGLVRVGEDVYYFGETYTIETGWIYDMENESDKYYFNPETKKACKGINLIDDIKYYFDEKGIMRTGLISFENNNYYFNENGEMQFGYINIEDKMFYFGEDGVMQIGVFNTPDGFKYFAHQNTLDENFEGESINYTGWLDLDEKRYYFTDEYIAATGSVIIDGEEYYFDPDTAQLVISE
# BH1578 lux ind: inducers of Vibrio cholerae quorum light production without autoinducers; V. cholerae BH1578 lux reporter, luminescence, 6 h; activation, % at 18.7 µM; actives 0.16% (n = 350,000); AID 588436; in the data active means activation mostly above about 9.7%, no sharp cut-off; inconclusive means no clear call, values can overlap the other calls; inactive means mostly below about 3.7%; further: not every result past the cut was called active; inactives centre near 0; reference of the scale not given here
# * = called active by the depositor; i = inactive; ? = inconclusive; nt = no result given. Unless noted, no stated cut-off is given here; in the data, active means inhibition above about 30%; inconclusive means no clear call, values can overlap the other calls; inactive means below that. Only part of the results is shown; count on the stated rates, not on these rows.
SMILES,PrPC TRFRET,Y pestis TopoI,BoNT-A LC inh2,SSB-PriA inh,SARS 3CLpro inh,PfHsp40 yeast,Anthrax LF inh2,TcdB inh,BH1578 lux ind
Oc1ccc(-c2[nH]nc(-c3ccccc3)c2-c2nc3ccccc3[nH]2)cc1,6,-1,-0.8,7,-2,-0.3,-2,nt,-0.3
CN(Cc1ccccc1)C(=O)CCc1ccccc1,2,-12,-0.1,-10,7,-0.1,0,nt,i
O=C(c1ccc(CN2CCc3ccccc3C2)cc1)N1CCc2ccccc2C1,3,29,0.2,-11,-1,-0.7,4,nt,-0.5
Cn1cc(CNCc2ccc(OC(F)(F)F)cc2)c(-c2ccc3c(c2)OCCO3)n1,4,0,-1.1,2,2,-0.8,-7,1.2,i
CC1(C)Cc2cccc(OCC(=O)OCc3nnc(-c4ccc([N+](=O)[O-])cc4)o3)c2O1,-26,-2,0.2,0,nt,0.0,-8,-0.6,-0.1
Cc1ccc(-c2nn3c(C)nnc3s2)cc1NC(=O)c1ccc(OC(C)C)cc1,1,24,0.1,4,2,0.1,2,0.5,-0.2
COc1ccc(N2CCN(C(=O)C3CCCN(S(=O)(=O)c4cccc5cccnc45)C3)CC2)cc1 (stereo not given),6,12,-0.5,1,4,0.6,-3,0.5,-0.4
CC12CN3CCN(CC(C3)/C1=N/N=C/c1cccc([N+](=O)[O-])c1)C2,5,-5,-0.2,nt,6,-0.4,0,-0.2,-1.1
C/C(=N\NC(=O)c1ccccc1O)c1ccc(NC(=O)c2ccccc2)cc1,-2,4,1.2,nt,-1,-0.6,-1,0.8,2.2
COc1ccc(NC(=O)Nc2ccncc2)c(OC)c1,-3,-12,-0.2,1,2,-0.4,-8,1.1,-0.5
COc1cccc(/C=N/NC(=O)c2cccs2)c1,3,2,1.0,i,0,2.2,-4,2.2,-0.5
COC(=O)c1cccc2c1NC(=O)C2=O,-27,-3,1.6,-13,-2,-1.4,-7,0.6,i

# Record cards, as listed above. Screens in order: PrPC TRFRET, Y pestis TopoI, BoNT-A LC inh2, SSB-PriA inh, SARS 3CLpro inh, PfHsp40 yeast, Anthrax LF inh2, TcdB inh, BH1578 lux ind
# Results for CC1(C)Cc2cccc(OCC(=O)OCc3nnc(-c4ccc([N+](=O)[O-])cc4)o3)c2O1 = -26, -2, 0.2, 0, nt, 0.0, -8, -0.6, -0.1
# Results for C/C(=N\NC(=O)c1ccccc1O)c1ccc(NC(=O)c2ccccc2)cc1 = -2, 4, 1.2, nt, -1, -0.6, -1, 0.8, 2.2

# The list continues:
SMILES,PrPC TRFRET,Y pestis TopoI,BoNT-A LC inh2,SSB-PriA inh,SARS 3CLpro inh,PfHsp40 yeast,Anthrax LF inh2,TcdB inh,BH1578 lux ind
Fc1cnc(N2CCOCC2)nc1N1CCc2ccccc21,-7,3,nt,-26,-2,0.6,nt,nt,i
COc1ccc(Cn2nnnc2CN2CCC(O)(c3ccccc3F)CC2)cc1,-3,0,-0.2,5,3,0.6,-2,-0.5,-1.6
CCCC(=O)N1CCCC1(C)C(=O)NCc1ccc(F)cc1Cl (stereo not given),-4,3,-0.6,nt,nt,nt,1,1.4,-0.2
Cc1cc(C)cc(NS(=O)(=O)c2ccc3oc(=O)ccc3c2)c1,8,6,-0.4,6,5,-0.1,0,nt,0.9
COc1cccc(NC(=O)CN2CCCCCC2)c1,2,1,-3.9,-10,-2,-0.8,-8,-0.3,i
C[C@H](NC(=O)c1nc[nH]c1C(=O)N(C)CCO)c1ccccc1,-5,nt,0.6,nt,nt,nt,-7,0.9,nt
CC1=NN(C(N)=S)C(=O)C1N=Nc1ccc(Cl)cc1Cl (stereo not given),1,1,nt,8,7,1.6,nt,1.4,-0.8
CCc1nc(SCC(=O)NC2CCCC2)c2c(=O)n(C)c(=O)n(C)c2n1,7,-1,-2.7,-13,-2,0.3,-2,0.1,i
CC(C)Oc1ccc(C(=O)CCN2CCCCC2)cc1,2,6,-0.2,-5,-2,-0.6,2,nt,i
Cc1ccc2nc(-c3ccccn3)cc(C(=O)Nc3ccc(S(=O)(=O)N4CCOCC4)cc3)c2c1,-3,5,-0.5,11,3,0.0,-1,2.5,-0.1
Cc1ccccc1CC1(CO)CCCN(C(=O)c2cc(-c3ccccc3)no2)C1 (stereo not given),0,27,0.6,-13,0,1.0,-3,0.5,-0.3
CCCC(NC(=O)COc1cc2c(c3oc(=O)cc(C)c13)CCC(C)(C)O2)C(=O)O (stereo not given),3,4,-2.7,4,0,3.7,6,0.4,-0.6
O=C(C1CCCCC1)N1CCN(S(=O)(=O)c2ccc(Br)cc2)CC1,1,32,0.3,0,-3,-0.6,-1,nt,0.3
S=C(NN=Cc1ccc2c(c1)OCO2)NN=Cc1ccc2c(c1)OCO2,4,-1,0.5,-10,nt,0.7,-6,0.6,i
Cc1ccc2nc(-c3ccc(C#N)cc3)c(Cc3ccccn3)n2c1,5,nt,2.4,nt,nt,nt,4,-6.3,nt
Cc1nn(-c2ccccc2C(F)(F)F)c(=O)c2noc(C)c12,-1,-2,9.8,0,0,7.2,22,0.4,i
CC1(C)CC(=O)C(N=Nc2cc3c(cc2[N+](=O)[O-])OCCO3)=C(O)C1,-10,6,-0.5,2,0,-1.0,-7,6.0,-0.3
COc1ccc(S(=O)(=O)N2CCOC2CNC(=O)C(=O)NCCc2c[nH]c3ccccc23)cc1 (stereo not given),11,1,-0.2,-3,-1,-0.2,-5,-1.2,-1.5
N#Cc1c(NCCN)nc(-c2ccccc2)c2c1CCCC2,-10,3,1.2,-8,8,-1.4,0,nt,7.1
COc1ccc(CNC(=O)CCN2C(=O)c3ccccc3C2=O)cc1OC,5,-7,-8.5,-8,-3,-2.0,-4,1.0,-0.4
C#CCOCCOCCOCCNc1nc(N2CCN(C(=O)[C@H](CCCCN)n3cc([C@@H](N)C(C)CC)nn3)CC2)nc(N2CCN(C(=O)[C@H](Cc3ccc(O)cc3)n3cc([C@@H](N)C(C)CC)nn3)CC2)n1 (stereo not given in full),nt,-26,0.5,-5,4,0.6,-1,nt,i
CN(/N=C/c1ccc2c(c1)OCO2)c1nc(N2CCOCC2)nc(N2CCOCC2)n1,-5,-1,0.4,nt,-3,0.9,-2,1.5,-0.2
Cc1ccc(S(=O)(=O)Nc2ccc3c(c2)C(=O)N([C@H](C)CO)C[C@H](C)[C@@H](CN(C)C(=O)Nc2ccc(C(F)(F)F)cc2)O3)cc1,-6,-10,0.0,-5,nt,0.7,4,0.4,-2.0
COc1ccc(NC(=O)CN2C(=O)COc3ccc(C)cc32)c(OC)c1,-2,0,-1.2,3,2,2.1,15,-1.0,-0.7
Cn1c(N)c(C(=O)COC(=O)c2cc(-c3ccco3)nc3ccccc23)c(=O)n(C)c1=O,-2,-5,0.0,-9,-3,0.9,-14,1.6,-0.5
COC(=O)Cc1c[nH]c2cccc(OCC(O)CN(Cc3ccc([N+](=O)[O-])cc3)C(C)(C)C)c12 (stereo not given),3,18,-3.0,18,5,-0.5,-6,0.3,i
CCOC(=O)C1(Cc2ccc(OC)cc2)CCN(C(=O)c2sc(C)nc2C)CC1,9,2,-1.3,-10,-7,1.6,-2,0.9,-0.3
CCCCCCOC(=O)CC1CC(C(C)=O)C1(C)C (stereo not given),-2,15,0.1,-12,nt,-0.6,4,1.5,1.2
OC(C#CCN1CCOCC1)(c1ccccc1)C1CC1 (stereo not given),-5,10,-0.2,-9,6,1.0,-8,nt,i
COc1ccc(OC)c(NC(=O)c2cc3c(cc2Cl)N2CCCCCC2=NS3(=O)=O)c1,10,8,-0.3,-8,nt,0.6,-5,-0.2,i
S=C(NCCSCc1c(Cl)cccc1Cl)Nc1ccccc1,10,1,?,-7,3,285*,?,nt,-0.7
O=C(O)COc1cccc(NC(=O)C2CCCO2)c1 (stereo not given),0,3,-0.2,-18,-5,-0.6,-1,1.3,nt
Cc1ccc(-c2noc(CCC(=O)NC3CCN(Cc4ccccc4)CC3)n2)cc1,-4,15,0.1,-27,4,0.9,1,nt,-0.7
Clc1ccc(NC2(c3nnnn3C3CCCCC3)CCCCC2)cc1,3,28,-1.9,-16,2,0.8,0,nt,i
COC(=O)c1sccc1S(=O)(=O)Nc1ccc(C(O)(C(F)(F)F)C(F)(F)F)cc1,-2,-7,-0.2,nt,nt,nt,-2,6.1,-1.0
CC(C)N1C(=O)N(c2ccccc2)C(C)(O)CC1(C)C (stereo not given),-2,-2,0.0,-15,1,-1.3,0,0.3,-0.3
CCN(CC)S(=O)(=O)c1ccc(NC(=O)COC(=O)CNS(=O)(=O)/C=C/c2ccccc2)cc1,-2,26,-0.5,-17,3,0.3,-3,nt,-4.8
COc1ccc(C(=O)NCCCCc2ccccc2)cc1,6,9,0.4,-5,nt,nt,6,1.3,0.8
CC(=O)OCCNc1cc(N2CCN(C)CC2)c2noc3c2c1C(=O)c1ccccc1-3,-80,5,1.0,70,-1,1.5,-87,0.5,-0.1
CC(C)(OC1OC(CO)C(O)C(O)C1O)[C@H]1Oc2ccc3ccc(=O)oc3c2[C@H]1O (stereo not given in full),-6,-4,0.1,-10,-7,-0.2,4,-0.6,1.2
O=C(Nc1ccccc1Cl)C1Cc2ccccc2O/C1=N\O (stereo not given),-5,-3,-13,nt,0,-2.1,-6,1.2,i
COCCn1c(=O)[nH]c2cc(C(=O)N3CCN(c4cccc(C)c4C)CC3)ccc2c1=O,2,14,3.8,-7,0,0.8,-4,1.9,-0.3
CCOC(=O)N1CCN(C(=O)C2CC(=O)N(Cc3ccc(OC)cc3)C2)CC1 (stereo not given),-1,-1,0.2,-13,2,2.0,3,nt,i
c1ccc2c(c1)c1ccccc1n2CN1CCOCC1,2,3,0.1,-21,2,3.1,-1,nt,-0.3
C=CCN(c1ccccc1OC)S(=O)(=O)c1ccc(Cl)c(C(=O)Nc2ccc(N3CCOCC3)cc2)c1,3,10,-0.9,-1,7,1.9,-3,0.8,-0.3
COc1cccc(NC(=O)CC(c2ccc(OC(C)C)cc2)c2ccccc2OC)c1 (stereo not given),-4,11,-0.4,-5,-3,-0.9,1,1.0,-0.4
Cc1ccc2cccc(OCc3cccc([N+](=O)[O-])c3)c2n1,-4,7,-0.2,10,-5,1.0,-4,5.5,1.2
Cc1c(CC(=O)N2CCN(C(=O)C3COc4ccccc4O3)CC2)c(=O)oc2cc(O)c(Cl)cc12 (stereo not given),-2,13,0.3,-5,0,0.0,-1,0.1,i
O=C(CCc1nc(-c2ccccc2F)no1)NC1CCCCCC1,8,5,-1.9,-16,0,-1.0,0,nt,i
O=C(NCC(c1ccco1)N1CCCC1)c1cc(S(=O)(=O)N2CCCCC2)ccc1Cl (stereo not given),0,11,2.2,0,nt,-0.8,6,1.6,i
CC1=CC(C)(C)NC(=S)N1c1ccc(C)c(C)c1,5,0,0.5,4,-1,-0.3,-6,nt,-2.7
COc1ccccc1OCC(=O)NCC1CCCN(C(=O)c2cccc(C)c2)C1 (stereo not given),5,8,-0.4,nt,nt,nt,-3,-2.7,0.6
O=C(O)c1ccc(-n2nnnc2SCc2ccccc2F)cc1,-3,1,0.4,-14,2,0.6,-3,-2.0,0.1
O=C(NCc1ccco1)c1ccc(CN2CCOCC2)cc1,1,1,0.6,-8,-5,-1.0,-6,nt,i
O=C(O)CC12CC3CC(C1)CC(n1ncc(NCc4ccccc4)c(Cl)c1=O)(C3)C2,-7,8,-1.2,-9,1,-2.3,3,-0.2,i
Nc1ccn([C@@H]2O[C@H](CNCc3ccc(OCC(=O)Nc4nccs4)cc3)[C@@H](O)[C@H]2O)c(=O)n1,9,-7,-0.1,nt,nt,nt,-4,-0.3,-0.4
COc1ccc(C(=O)n2cc(C(=O)c3cc(C)ccc3O)cn2)cc1OC,-3,6,-0.1,-3,0,-0.6,0,2.0,-0.3

# Among those listed so far, 2 contain a thiophene ring, fused or not.
SMILES,PrPC TRFRET,Y pestis TopoI,BoNT-A LC inh2,SSB-PriA inh,SARS 3CLpro inh,PfHsp40 yeast,Anthrax LF inh2,TcdB inh,BH1578 lux ind
COc1cccc(/C=N/NC(=O)c2cccs2)c1,3,2,1.0,i,0,2.2,-4,2.2,-0.5
COC(=O)c1sccc1S(=O)(=O)Nc1ccc(C(O)(C(F)(F)F)C(F)(F)F)cc1,-2,-7,-0.2,nt,nt,nt,-2,6.1,-1.0
